Growth percent in the NCI-60 one-dose screen (48 h, 10 µM unless noted): 100 = growth as untreated, 0 = no growth, -100 = all killed.
SK-MEL-28 – SK-MEL-28 melanoma. 81,000 tested, 4.1% active. AID 1794761
MDA-MB-231 – MDA-MB-231 breast cancer; 81,000 tested, 5% active; AID 1794789
HS 578T – HS 578T breast cancer; 78,000 tested, 4.1% active; AID 1794788
LOX IMVI – LOX IMVI melanoma; 79,000 tested, 7.4% active; AID 1794757
BT-549 – BT-549 breast cancer | AID 1794793 | 78,000 tested, 4.4% active
MDA-MB-468 – MDA-MB-468 breast cancer. 78,000 tested, 8.5% active
T-47D – T-47D breast cancer; AID 1794792; 79,000 tested, 5% active
MCF7 – MCF7 breast cancer; AID 1794796; 82,000 tested, 6.3% active
* hit, by the source's call; / = not tested or not shown; & = joins results of further samples. Rule for the calls: active = growth percent below 10; inactive = the rest.

SMILES | SK-MEL-28 | MDA-MB-231 | HS 578T | LOX IMVI | BT-549 | MDA-MB-468 | T-47D | MCF7
Cc1c(N)ccc(-c2ccc(N)c(C)c2S(=O)(=O)O)c1S(=O)(=O)O | 115 | 109 | 106 | 99 | / | 115 | 106 | 108
COc1cc(NC(C)CCCN2C(=O)c3ccccc3C2=O)c2nccc(C)c2c1OC (stereo not drawn) | 113 | 85 | 99 | 83 | 113 | / | 78 | 40
CC1(C)CNC(=O)N1 | 114 | 100 | 99 | 107 | 103 | 98 | 99 | 94
Cc1ccc(/C=C2\SC(=S)N(c3ccc(F)cc3)C2=O)o1 | 100 | / | 52 | 69 | 112 | 70 | / | 71
O=C(Nc1ccc(Nc2cc(-c3ccccc3)ncn2)cc1)Nc1cc(C(F)(F)F)ccc1F | 68 | 19 | 73 | 54 | 80 | 100 | 13 | 61
Cc1ccc(S(=O)(=O)OCCCOS(=O)(=O)c2ccc(C)cc2)cc1 | 109 | 110 | 100 | 108 | 96 | 100 | 99 | 91
COc1cc2oc(-c3cccc(C(=O)Nc4ccc(Cl)cc4)c3)cc(=O)c2c(OCC(=O)NCC(=O)O)c1OC | 65 | 22 | 89 | / | 51 | 91 | 103 | 50
C/C(=N\Nc1ccc(S(N)(=O)=O)cc1)c1cnn(-c2cc(=O)[nH]c3ccccc23)c1C | 94 | 82 | 81 | 95 | 66 | 75 | 75 | 86
Cn1c2c(c3cccc(Cl)c31)C(C#N)C1(CCOCC1)NC2=O (stereo not drawn) | 115 | 75 | 89 | 93 | 150 | 94 | 84 | 100
O=C(Cc1ccc(NS(=O)(=O)c2ccccc2)cc1)N1CCN(c2ccc(Cl)c(Cl)c2)CC1 | 84 | 63 | 85 | 82 | 69 | 48 | 51 | 72
O=C(COc1cccc2cccnc12)Nc1ccc(C(=O)/C=C/c2cccs2)cc1 | 105 | 94 | 98 | 74 | 94 | 91 | 88 | 61
CC1=NN(c2cccc(Cl)c2)C(=O)/C1=C\c1cccn1S(=O)(=O)c1ccc(C)cc1 | 77 | 77 | 89 | 72 | 85 | 75 | 65 | 48
CCOC(=O)C1=NN(c2ccccc2)C(=O)C1 | 123&106 | 107&99 | 102&100 | 99&96 | 95&84 | 114&110 | 98&110 | 94&99
CCN(CC)CCC(Br)(C#N)c1ccccc1 (stereo not drawn) | 106 | 120 | 114 | 88 | 109 | 102 | 88 | 97
Cc1cc(=O)n2c(C(=O)N/N=C/c3ccc(N4CCN(C)CC4)cc3)nn(-c3ccc(S(N)(=O)=O)cc3)c2n1 | 112 | 100 | 91 | 92 | 107 | 88 | 102 | 95
CC1(C)C=C(O)C=C(O)C1 | 108 | 120 | 120 | 108 | 107 | 117 | 107 | 98
COc1ccc2[nH]c(O)c(N=NC(=O)COc3ccc(NC(=O)Nc4ccccc4)cc3)c2c1 | 8.6* | 13 | 14 | / | -36* | 13 | 27 | 24
CSCC[C@H](CO)NC(=O)CCC[C@@H](C)[C@H]1CC[C@H]2[C@@H]3CC[C@@H]4CNCCC[C@]4(C)[C@H]3CC[C@]12C | 99 | 99 | 99 | / | 75 | 77 | 72 | 78
CN(C)c1ccc(C(=N)Cc2ccc3ccccc3n2)cc1 | 108 | 76 | 104 | 97 | 107 | / | 68 | 65
COC(=O)[C@]1(C(C)C)N[C@H](c2cn(-c3ccccc3)nc2-c2ccccc2)[C@@H]2C(=O)N(c3ccc(Cl)cc3)C(=O)[C@@H]21 | 114 | 105 | 117 | 92 | 87 | 119 | 94 | 97

6 compounds picked at random from those above, as already listed:
SMILES | SK-MEL-28 | MDA-MB-231 | HS 578T | LOX IMVI | BT-549 | MDA-MB-468 | T-47D | MCF7
COc1cc2oc(-c3cccc(C(=O)Nc4ccc(Cl)cc4)c3)cc(=O)c2c(OCC(=O)NCC(=O)O)c1OC | 65 | 22 | 89 | / | 51 | 91 | 103 | 50
Cc1cc(=O)n2c(C(=O)N/N=C/c3ccc(N4CCN(C)CC4)cc3)nn(-c3ccc(S(N)(=O)=O)cc3)c2n1 | 112 | 100 | 91 | 92 | 107 | 88 | 102 | 95
CC1(C)C=C(O)C=C(O)C1 | 108 | 120 | 120 | 108 | 107 | 117 | 107 | 98
COC(=O)[C@]1(C(C)C)N[C@H](c2cn(-c3ccccc3)nc2-c2ccccc2)[C@@H]2C(=O)N(c3ccc(Cl)cc3)C(=O)[C@@H]21 | 114 | 105 | 117 | 92 | 87 | 119 | 94 | 97
Cn1c2c(c3cccc(Cl)c31)C(C#N)C1(CCOCC1)NC2=O (stereo not drawn) | 115 | 75 | 89 | 93 | 150 | 94 | 84 | 100
CC1(C)CNC(=O)N1 | 114 | 100 | 99 | 107 | 103 | 98 | 99 | 94

Next structures.
SMILES | SK-MEL-28 | MDA-MB-231 | HS 578T | LOX IMVI | BT-549 | MDA-MB-468 | T-47D | MCF7
Cn1c(N2CCCCC2)nc(-c2ccccc2)c(C#N)c1=O | 119 | 112 | 99 | 93 | 75 | / | 100 | 97
O=[N+]([O-])c1ccc(N=Nc2ccc(O)cc2O)cc1 | 44 | 47 | 52 | 52 | 65 | -4.5* | 27 | 26
N#Cc1c(=O)n(O)c2ccccc2[n+]1[O-] | 107 | 108 | 116 | 97 | 104 | 101 | 94 | 99
O=C(Nc1ccc(NS(=O)(=O)c2ccc(F)cc2)cc1)C12CC3CC(CC(C3)C1)C2 | 100 | 96 | 94 | 92 | 94 | 97 | 76 | 78
O=C(COc1ccc(/C=C2\SC(=O)NC2=O)cc1)Nc1ccc(C(=O)/C=C/c2cc3ccccc3nc2Cl)cc1 | 99 | 87 | 79 | 48 | 68 | 21 | 55 | -4.1*
O=C(O)Cn1c(O)c(/C=C2/C=c3cc4c(cc3=NC2=O)OCCO4)sc1=S | 116 | 103 | 107 | 94 | 104 | 111 | 104 | 86
O=C(N/N=C/C[C@@H]1[C@@H](/C=C/[C@@H](O)COc2ccccc2)[C@H](O)C[C@@H]1O)c1ccncc1 | 113 | 100 | 94 | 96 | 99 | 103 | 97 | 107
CCCCCCOCCOCCCN1C(=O)C2C3C=CC(C3)C2(Cl)C1=O (stereo not drawn) | 114 | 98 | 104 | 87 | 100 | 91 | 92 | 92
CN(C)c1ncnc2c1C(c1ccccc1)C(C)(C)O2 (stereo not drawn) | 108 | 100 | 97 | 97 | 109 | 104 | 95 | 109
N#Cc1ccccc1C#Cc1ccccc1C#Cc1ccc(OCCCCCCOc2ccc(C#Cc3ccccc3C#Cc3ccccc3C#N)cc2)cc1 | 113 | 89 | 110 | 98 | 112 | / | 93 | 79
Cc1cccc(OC(=O)Oc2cccc(C)c2)c1 | 109 | 103 | 100 | 109 | / | 107 | 107 | 99
Cc1oc2c(C)c3oc(=O)cc(C)c3cc2c1CCl | 93 | 82 | 78 | 57 | 69 | / | 54 | 49
O=C1c2ccccc2Cc2cc(O)ccc21 | 103 | 100 | 105 | 104 | 113 | 92 | 91 | 97
Cc1ccc(/C=C2\C(=O)N(C)c3ccc(-c4ccc(C(C)(C)C)cc4)cc32)s1 | 107 | 73 | 102 | 92 | / | 95 | 72 | 76
CCN1CCN(C(=S)SCc2cc(=O)oc3ccc(C)cc23)CC1 | 101 | 88 | 99 | 95 | 111 | 88 | 82 | 90
Nc1cc2c(cc1N)-c1cc(N)c(N)cc1C2 | 115 | 84 | 94 | 94 | 80 | 105 | 110 | 93
CCOC(=O)C(C#N)C(C#N)c1ccc(OC)c(OC)c1 (stereo not drawn) | 118 | 102 | 105 | 98 | 100 | 93 | 109 | 103
Cc1cc2cc(C3C(C(N)=O)=C(N)Oc4n[nH]c(C)c43)c(Cl)nc2cc1C (stereo not drawn) | 103 | 104 | 109 | 97 | 91 | 110 | 87 | 91
Cc1cc(O)cc(O)c1 | 116 | 99 | / | 100 | 97 | 111 | 120 | 98
CCCC(O)C(CC)NC(Cc1ccccc1)c1ccccc1 (stereo not drawn) | 100 | 82 | 101 | 95 | 100 | 93 | 92 | 100

In the list so far, 3 contain an NH in an aromatic ring:
SMILES | SK-MEL-28 | MDA-MB-231 | HS 578T | LOX IMVI | BT-549 | MDA-MB-468 | T-47D | MCF7
C/C(=N\Nc1ccc(S(N)(=O)=O)cc1)c1cnn(-c2cc(=O)[nH]c3ccccc23)c1C | 94 | 82 | 81 | 95 | 66 | 75 | 75 | 86
COc1ccc2[nH]c(O)c(N=NC(=O)COc3ccc(NC(=O)Nc4ccccc4)cc3)c2c1 | 8.6* | 13 | 14 | / | -36* | 13 | 27 | 24
Cc1cc2cc(C3C(C(N)=O)=C(N)Oc4n[nH]c(C)c43)c(Cl)nc2cc1C (stereo not drawn) | 103 | 104 | 109 | 97 | 91 | 110 | 87 | 91

Next section.
SMILES | SK-MEL-28 | MDA-MB-231 | HS 578T | LOX IMVI | BT-549 | MDA-MB-468 | T-47D | MCF7
Cc1cc(O)c(/C=N/C(=S)Nc2cccc(C)c2C)c(=O)o1 | 105 | 98 | 93 | 97 | 85 | 105 | 80 | 96
Cn1cc(-c2cc(N)n3nc(-c4c[nH]c5ccccc45)cc3n2)c2cccnc21 | -82* | -9.3* | 83 | -86* | 72 | -54* | 22 | /
COc1cc(C2=C(c3c[nH]c4ccccc34)C(=O)N(CCN3CCOCC3)C2=O)cc(OC)c1OC | 95 | 97 | 87 | 81 | 88 | 111 | 106 | 63
c1ccc(N=Nc2sc(N3N=C(c4cc5ccccc5o4)CC3c3c[nH]c4ccccc34)nc2-c2ccccc2)cc1 (stereo not drawn) | 98 | 76 | 95 | 92 | 77 | 119 | 73 | 73
CC(C)c1cc(CN2CCCCC2)c(O)c(CN2CCCCC2)c1 | 117 | 112 | 102 | 94 | / | 95 | 100 | 95
CCc1cccc(C2=NS(=O)(=O)c3ccccc32)c1 | 94 | 90 | 97 | 94 | 91 | 118 | 89 | 101
CN(C)c1oc(/C=C/C=C/c2nc(C#N)c(N(C)C)o2)nc1C#N | 112 | 109 | 124 | 106 | 113 | 124 | 102 | 96
Cc1cc2c(c3c1C(=O)CC3)C(C)(C)C(C)C2(C)C (stereo not drawn) | 106 | 113 | 115 | 92 | 103 | 98 | 83 | 100
CC1CCCN(C2CCN(S(=O)(=O)c3ccccc3)CC2)C1 (stereo not drawn) | 103 | 111 | 105 | 100 | 108 | 87 | 91 | 97
CN1C=C(c2ccc3ccccc3n2)C(c2c[nH]c3ccccc23)c2ccccc21 (stereo not drawn) | 90 | 103 | 98 | 86 | 100 | 105 | 97 | 76
COc1cccc(-c2nc3sccn3c2-c2ccnc(NCCNS(=O)(=O)c3ccc(C(F)(F)F)cc3)c2)c1 | 58 | 70 | 30 | 46 | 10 | 42 | 5.2* | 19
COc1ccc(CCNC2=CNCC2)cc1OC | 113 | 106 | 101 | 97 | 98 | 108 | 104 | 104
O=C1C2CC3CC1CC(O)(C3)C2 | 129 | 138 | 112 | 102 | 103 | 108 | 95 | 104
CCCn1c(N)c(C(=O)CNc2ccc(I)cc2)c(=O)[nH]c1=O | 52 | 67 | 44 | 19 | 61 | / | 95 | 57
Cc1[nH]c(=S)[nH]c(=O)c1CCC1OCCO1 | 148 | 100 | 167 | 96 | 106 | 100 | 104 | 101
COc1cc(C2NC(c3ccc(Cl)cc3)C(C)/C(=N/NC(N)=S)C2C)cc(OC)c1OC (stereo not drawn) | 108 | 101 | 98 | / | 111 | 88 | 83 | 90
C(=N\Nc1nnn(Cc2ccccc2)n1)/c1ccccc1 | 45 | 98 | 36 | 49 | 46 | / | 46 | 27
CN1C(=O)c2ccccc2Cc2c(NCc3ccccc3)ncnc21 | 100 | 101 | 102 | 97 | 99 | 75 | 86 | 86
CC1=C(C(=O)OCc2ccccc2)C(c2c(O)cc(O)cc2O)n2c(nc3ccccc32)N1 (stereo not drawn) | 60 | / | / | / | 55 | -27* | 63 | 25
O=C(O)C=C(c1ccccc1)c1ccccc1 | 113 | 104 | 106 | 106 | 100 | 99 | 99 | 106

3 compounds from above with just MDA-MB-468 and HS 578T:
structure | MDA-MB-468 | HS 578T
Cc1cc2c(c3c1C(=O)CC3)C(C)(C)C(C)C2(C)C (stereo not drawn) | 98 | 115
CN1C(=O)c2ccccc2Cc2c(NCc3ccccc3)ncnc21 | 75 | 102
O=C1C2CC3CC1CC(O)(C3)C2 | 108 | 112

Screens from PubChem.

Compounds were not picked by outcome. Share with any hit: about 12%.
